Screening data (PubChem)
IP6K1 inhibitor – Primary qHTS assay for small molecule inhibitors of Inositol hexaphosphate kinase 1 (IP6K1). Inositol hexakisphosphate kinase 1 (Homo sapiens), Q92551. IP6K1 kinase, ADP-Glo luminescence, 2 h; hits give low values. activity change, % (series mostly up to about 58 µM). 140,000 tested, 0.81% active; in the data active = activity change below about -25%
Target sequence (Q92551 whole entry, looked up): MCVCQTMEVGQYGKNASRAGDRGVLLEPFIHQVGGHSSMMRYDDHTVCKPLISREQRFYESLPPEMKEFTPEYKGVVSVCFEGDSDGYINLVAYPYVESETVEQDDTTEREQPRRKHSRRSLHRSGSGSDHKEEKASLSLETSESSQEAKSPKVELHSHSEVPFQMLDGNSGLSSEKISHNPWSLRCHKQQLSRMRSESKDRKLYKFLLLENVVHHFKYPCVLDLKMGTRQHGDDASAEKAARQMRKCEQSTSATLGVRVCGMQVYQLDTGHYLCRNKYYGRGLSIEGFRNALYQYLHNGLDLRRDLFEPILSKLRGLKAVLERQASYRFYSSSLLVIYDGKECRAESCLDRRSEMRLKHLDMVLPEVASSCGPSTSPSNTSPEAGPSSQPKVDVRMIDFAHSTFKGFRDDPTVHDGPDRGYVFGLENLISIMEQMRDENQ
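ADP-Glo luminescence measures ADP made by human IP6K1 during a 2 h RT reaction with ATP/IP6 (mix at 1.3 mM/130 uM); top library doses 57.5 and 19.1 uM final.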
Luciferase inh – Firefly luciferase inhibition profiling of diverse chemical library using quantitative high-throughput screening; Luciferin 4-monooxygenase (Photinus pyralis), P08659; purified P. pyralis luciferase, luminescence, biochemical; Potency, µM (series often up to 115 µM), for the others: at the highest dose activity change, negative = inhibition, actives largely listed as inhibitors; 76,000 tested, 2.5% active; AID 1347043, 2019; also: potency is read from the fitted curve at half-maximal effect; nearly all actives have a fitted effect of over 65% in size
Target sequence (P08659 whole entry, looked up): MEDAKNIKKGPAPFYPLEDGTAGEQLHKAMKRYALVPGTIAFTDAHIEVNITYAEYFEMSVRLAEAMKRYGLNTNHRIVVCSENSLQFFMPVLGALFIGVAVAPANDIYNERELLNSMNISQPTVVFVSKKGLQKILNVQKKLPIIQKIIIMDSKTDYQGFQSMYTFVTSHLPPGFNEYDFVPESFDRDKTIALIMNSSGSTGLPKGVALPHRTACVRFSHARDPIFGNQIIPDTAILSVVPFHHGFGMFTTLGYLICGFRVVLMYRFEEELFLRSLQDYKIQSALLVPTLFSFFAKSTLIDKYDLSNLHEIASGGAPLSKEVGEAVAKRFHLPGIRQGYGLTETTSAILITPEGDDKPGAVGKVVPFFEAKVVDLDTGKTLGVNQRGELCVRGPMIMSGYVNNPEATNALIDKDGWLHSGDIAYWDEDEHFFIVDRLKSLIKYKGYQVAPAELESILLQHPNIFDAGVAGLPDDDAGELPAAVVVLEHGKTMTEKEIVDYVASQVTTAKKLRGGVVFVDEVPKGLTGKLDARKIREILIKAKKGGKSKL
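Biochemical qHTS: compound (6-point titration) added to 10uM D-luciferin plus 10uM ATP in Tris acetate pH 7.5 buffer with Mg, Tween-20 and BSA, then purified enzyme at 10nM; light output imaged.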
NIH3T3 tox – Cytotoxic Profiling in NIH 3T3 Cell Line of Diverse Libraries Using Quantitative High-Throughput Screening; NIH 3T3 viability, CellTiter-Glo ATP luminescence, 48-72 h; Potency, µM (series often up to 96.7 µM), inactives show top-dose activity change, negative = cytotoxicity, most hits filed as inhibitors; 94,000 tested, 4.3% active; AID 1345082, 2018; also: potency is read from the fitted curve at half-maximal effect; nearly all actives have a fitted effect of over 55% in size
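NIH 3T3 cells at 400 cells/well received 23 nL of compound by pintool and were incubated 48 or 72 h at 37 °C. Viability was read as ATP-coupled CellTiter-Glo luminescence.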
HEK293 viab – GF-AFC viability counterscreen for inhibitors of alpha-synuclein gene (SNCA) expression. HEK-293-SNCA-luc viability, GF-AFC fluorescence, 24 h. Potency, µM (top dose mostly 57.1 µM), inactives show top-dose activity change, negative = cytotoxicity, actives largely listed as cytotoxic. 150,000 tested, 0.12% active;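 also: potency is read from the fitted curve at half-maximal effect; 0% = DMSO-treated cells and -100% = medium-only wells without cells; nearly all actives have a fitted effect of over 30% in size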
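HEK-293-SNCA-luc cells (1500/well) plated 24 h, then exposed 24 h to a dilution series; GF-AFC added 30 min at 37C, fluorescence 405/540 nm; normalised to medium-only and DMSO wells, Hill fit.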
SNCA expr inhib – Primary qHTS assay for inhibitors of alpha-synuclein gene (SNCA) expression; Potency, µM (highest dose often 57.2 µM), for inactives: top-dose activity change, negative = inhibition, usual class: inhibitors; 140,000 tested, 0.17% active; HEK-293 SNCA-luciferase knock-in, luminescence, 24 h;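 also: potency is read from the fitted curve at half-maximal effect; plate controls were DMSO cells for no effect and cell-free wells for full effect; nearly all actives have a fitted effect of over 45% in size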
GPT2 inh – Primary qHTS assay for inhibitors of Glutamate pyruvate transaminase 2 (GPT2); AID 1671188, 2021; Potency, µM (highest dose often 57.7 µM), for inactives: top-dose activity change, negative = inhibition, hits mostly inhibitors; Recombinant GPT2, coupled pyruvate oxidase/HRP Amplex Red fluorescence; Alanine aminotransferase 2 (Homo sapiens), Q8TD30; 100,000 tested, 0.25% active; also: potency is read from the fitted curve at half-maximal effect; nearly all actives have a fitted effect of over 60% in size; many of its hits are not listed in these tables
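Fluorescence read-out: pyruvate from GPT2 turnover coupled to pyruvate oxidase, HRP and Amplex Red (0.2mM ThPP, 0.2U/mL PO and HRP, 50uM Amplex final). Substrates 250uM a-KG, 2mM L-alanine; enzyme 10ng/uL; 30 min RT.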
HEK293 tox – Cytotoxic Profiling in HEK 293 Cell Line of Diverse Libraries Using Quantitative High-Throughput Screening; 94,000 tested, 6.6% active; HEK 293 viability, ATP luminescence (CellTiter-Glo), 48-72 h; Potency, µM (doses to about 115 µM), for inactives: at the highest dose activity change, negative = cytotoxicity, actives largely listed as inhibitors; also: potency is read from the fitted curve at half-maximal effect; nearly all actives have a fitted effect of over 60% in size
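250 HEK 293 cells/well; compound by pintool; incubated 48 or 72 hr at 37 degree Celsius; CellTiter-Glo added, 10 min RT, luminescence imaged.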
The depositor's hits bear a star; i = inactive; ? = inconclusive; . = no result given; [ ] = another dose, or the depositor's remark. Unless noted, calls follow the shape of the dose curve; as a rule, active = well fitted curve in the direction sought with a large enough effect; inconclusive = small, poorly fitted or top-dose-only effect, or another doubt; inactive = no such curve, though single readings can be large; an effect the other way counts as inactive or inconclusive. Unless noted, % is scaled to controls: 0 for no effect and ±100 for the full control effect.

SMILES	IP6K1 inhibitor	Luciferase inh	NIH3T3 tox	HEK293 viab	SNCA expr inhib	GPT2 inh	HEK293 tox
Cc1ccc(CNC(=O)CN2C(=O)CSc3ccc(S(=O)(=O)N4CCCC4)cc32)cc1	20	.	.	-9%	-12%	.	.
O=C(NC1CCCC1)C1CC(=O)N(c2n[nH]c3ccccc23)C1 (centres undefined)	-4	10%	i	5%	6%	i	5%
COc1cc(Cl)c(C)cc1NC(=O)CNC(=O)Cn1ccc2ccccc2c1=O	-3	.	.	7%	-1%	.	.
CCOc1ccc(-c2cc(C(=O)NC(C)c3ccccc3)c3ccccc3n2)cc1 (centres undefined)	34	.	.	-4%	24%	.	.
O=C(Nc1sc2c(c1C(=O)NCC1CCCO1)CCCC2)c1cc(=O)c2ccccc2o1 (centres undefined)	2	.	.	1%	53%	.	.
Cc1ccc(-n2c(C)cc(C(=O)C(=O)Nc3ccccc3)c2C)c(C)c1	-12	.	.	-5%	78%[activator]	.	.
COc1ccc(-c2nsc(NC(=O)c3oc4ccccc4c3C)n2)cc1	44	.	.	10%	-22%	.	.
Cc1ccc(S(=O)(=O)N2CCCC(Cn3c(C)nc4cccnc43)C2)cc1C (centres undefined)	-3	10%	?	-4%	-14%	?	?
Cc1ccccc1NC(=O)c1ccc(F)c(S(=O)(=O)N(C)Cc2ccccc2)c1	16	.	.	3%	?	.	.
Cn1nccc1CN1CCC2(CC1)CN[S+](=O)([O-])c1ccccc1N2	14	-9%	-24%	5%	-9%	i	-9%

Sorted by heavy-atom count (ascending): part of the list above
SMILES	IP6K1 inhibitor	Luciferase inh	NIH3T3 tox	HEK293 viab	SNCA expr inhib	GPT2 inh	HEK293 tox
O=C(NC1CCCC1)C1CC(=O)N(c2n[nH]c3ccccc23)C1 (centres undefined)	-4	10%	i	5%	6%	i	5%
Cc1ccc(-n2c(C)cc(C(=O)C(=O)Nc3ccccc3)c2C)c(C)c1	-12	.	.	-5%	78%[activator]	.	.
COc1cc(Cl)c(C)cc1NC(=O)CNC(=O)Cn1ccc2ccccc2c1=O	-3	.	.	7%	-1%	.	.
CCOc1ccc(-c2cc(C(=O)NC(C)c3ccccc3)c3ccccc3n2)cc1 (centres undefined)	34	.	.	-4%	24%	.	.
Cc1ccc(CNC(=O)CN2C(=O)CSc3ccc(S(=O)(=O)N4CCCC4)cc32)cc1	20	.	.	-9%	-12%	.	.

Further compounds follow.
SMILES	IP6K1 inhibitor	Luciferase inh	NIH3T3 tox	HEK293 viab	SNCA expr inhib	GPT2 inh	HEK293 tox
COC(=O)N1CCCC1C(=O)N1CCC(c2ccccc2)CC1 (centres undefined)	2	.	-20%[138 µM]	-1%[87.6 µM]	5%[87.6 µM]	?	-18%[172 µM]
O=C(O)C[C@@H]1CCN(C(=O)Nc2ccccc2)C[C@@H]1CC1=NCCc2cc(F)ccc21	12	9%[172 µM]	-22%[174 µM]	1%[87.6 µM]	-1%[87.6 µM]	-40%[88.5 µM]	2%[172 µM]
COc1ccc2nc([C@H]3CCN(Cc4ccncc4)C3)[nH]c2c1	-9	-10%[172 µM]	-15%[138 µM]	3%[87.6 µM]	21%[87.6 µM]	2%[88.5 µM]	-31%[172 µM]
CCc1nc2c(c(-c3ccc(O)cc3)n1)CCN(C(=O)c1ccc(OC)cc1)CC2	0	7%	-6%	-10%	14%	-9%	0%
Oc1ccc(-c2nc3ccc(Cl)cn3c2Nc2ccc(Cl)cc2)cc1	18	.	.	-30%	-17%	.	.
COCCN1C(=O)CS(=O)C12CCN(C(=O)Nc1cccc(F)c1)CC2 (centres undefined)	-9	0%	i	0%	-3%	0%	i
CCOc1cc(N2CCC(O)CC2)ccc1Nc1ncc2c(n1)N(C)c1ccccc1C(=O)N2C	.	.	.	1%	104%[activator]	12µM*	.
C=CCOc1ccc(CNC2CCN(S(C)(=O)=O)CC2)cc1CC=C	14	6%	?	3%	-3%	4%[11.5 µM]	?
COc1ccc(CC(=O)N2CCCC(C(=O)N3CCC(c4nc5ncccc5[nH]4)CC3)C2)cc1 (centres undefined)	-3	.	-19%	7%	6%	i	-11%
COc1ccc(O[C@H]2COCCN(C(=O)c3ccc(C(F)(F)F)cc3)C2)cc1	12	-2%[172 µM]	-17%[138 µM]	-10%[87.6 µM]	10%[87.6 µM]	-13%[88.5 µM]	?
CCOc1ccc(CCNC(=O)CCCc2nnc3n(C)c(=O)c4sccc4n23)cc1OCC	24	.	.	-9%	24%	.	.
O=C(Nc1ccc(C(=O)OCc2cc(=O)n3c4c(sc3n2)CCCC4)cc1)c1ccc(Cl)cc1	11	.	.	4%	0%	.	.
COc1ccc(NC(=O)O[C@@H]2CO[C@H]3[C@@H]2OC[C@@H]3NS(=O)(=O)c2ccc3ccccc3c2)cc1	-8	?	?	1%	-5%	i	?
COc1ccc(CCC(=O)N2CCC3(CC2)N(C)C(=O)CS3=O)cc1 (centres undefined)	-8	7%	2%	3%	-15%	i	-3%
COCCNC(=O)CN1C(=O)CCn2nc(-c3cn(C)c4ccccc34)cc21	4	.	.	-7%	-4%	.	.
COc1ccc(Cl)cc1C(=O)Nc1nnc2n1CCS2	3	.	.	8%	-2%	.	.
CCOc1ccc(OCC(=O)Nc2c(C(=O)Nc3ccc(C)cc3)oc3ccccc23)cc1	-10	.	.	-11%	-3%	.	.
CCOc1ccc(CNS(=O)(=O)c2ccc(-c3cc(C(F)(F)F)on3)s2)cc1	16	.	.	5%	-14%	.	.
COC(=O)[C@@H]1C[C@@H](NC(=O)c2ccc(-c3nnn(C)n3)cc2)CN1C	-1	-14%	0%	7%	-2%	i	-1%
COc1cccc(N2C(=O)NC(=NC3CCCC3)C23CCCN(C(=O)c2ccccc2OC)C3)c1 (centres undefined)	-6	.	?	8%	4%	i	-13%
COCCN[C@H]1[C@@H]2OC[C@@H](O2)[C@@H](NCc2ccccn2)[C@@H]1O	13	-3%[172 µM]	-11%[174 µM]	-3%[87.6 µM]	4%[87.6 µM]	-20%[88.5 µM]	-19%[172 µM]
O=C(Nc1cccc(F)c1)N1CCCC1c1nc(C2CCOCC2)no1 (centres undefined)	12	-9%	-12%	?	?	i	-11%
N#Cc1ccccc1NC(=O)C(=O)NCCc1csc(-c2ccc(F)cc2)n1	8	.	.	2%	0%	.	.
CCOc1ccc(NC(=O)N2CCN(c3ccc(Cl)c(Cl)c3)CC2)cc1	10	.	.	-4%	1%	.	.
Cc1ccc(CNC(=O)c2nnc(Cc3cccc(F)c3)o2)cc1	-2	.	.	5%	-6%	.	.
CC(C)c1ccc(CN2CCc3c(n(Cc4ccccc4)n(-c4ccccc4)c3=O)C2)cc1	21	-13%	?	-25%	-7%	?	?
COc1ccc(C(C)NC(=O)CN2C(=O)NC3(CCOCC3)C2=O)cc1 (centres undefined)	16	-4%	5%	2%	?	i	-6%
O=C1CN(C(=O)c2ccc(F)cc2)CC(O)CN1Cc1ccc(Cl)cc1 (centres undefined)	-3	.	?	.	.	.	-25%
COc1ccccc1Nc1ccnc(N2CCN([S+](=O)([O-])c3cccs3)CC2)n1	11	.	?	?	-21%	5%	?
O=C(N[C@H]1CO[C@H]2[C@@H]1OC[C@@H]2n1nnnc1-c1ccccc1)C1CC1	2	2%[172 µM]	5%[174 µM]	2%[87.6 µM]	3%[87.6 µM]	2%[88.5 µM]	0%[172 µM]
COc1cccc(OCc2nc(C(=O)N3CCC4(CC3)CNC(=O)O4)co2)c1	12	15%	-12%	0%	-28%	-18%	-32%
COCCCNc1nc2c(S(=O)(=O)c3ccc(C)cc3)nnn2c2ccccc12	-5	.	2%	-1%	?	i	i
Cc1ccc(N(CC(=O)N2CCN(c3cccc(Cl)c3)CC2)S(=O)(=O)c2c(C)noc2C)cc1	-1	.	.	9%	?	.	.
CC(C)OCCCNC(=O)CCC1CCN(C(=O)c2ccccc2)CC1	0	8%	i	5%	-7%	i	13%
N#Cc1cccc(-c2cn3c(n2)N(C(=O)c2ccncc2)CCC3)c1	0	3%	i	2%	1%	?	-6%
O=C1Cc2c(-c3ccsc3)n[nH]c2CN1CC1CCOCC1	14	9%[172 µM]	?	2%[87.6 µM]	5%[87.6 µM]	-7%[88.5 µM]	3%[172 µM]
CC(=O)N1CCN(Cc2ccc(OCCCN3CCOCC3)cc2)CC1	4	11%	i	8%	3%	i	i
CN(CC1CCOC1)C(=O)c1ccc(F)cc1Cl (centres undefined)	20	1%	-3%	-1%	17%	2%	-21%
COc1cccc(S(=O)(=O)N2CCCCC2c2nc(C3CC3)n[nH]2)c1 (centres undefined)	1	-1%	i	-1%	12%	3%	-2%
CN(C)Cc1cc(CC2(NCc3ccc4c(c3)OCO4)COC2)no1	11	10%[172 µM]	-16%[138 µM]	-2%[87.6 µM]	-18%[87.6 µM]	-15%[88.5 µM]	-7%[172 µM]
COCCNc1nc2c(S(=O)(=O)c3ccc(C)c(C)c3)nnn2c2ccccc12	10	.	?	8%	6%	?	-30%
CC(C)NC(=O)N1CCOc2ccc(CCC(N)=O)cc2C1	-11	-9%	-4%	2%[12.5 µM]	22%	i	-4%
O=C(Nc1nonc1-c1ccc(Br)cc1)c1ccco1	5	.	.	4%	35%[activator]	.	.
Cc1ccc(NC(=O)Cn2ccn3nc(-c4ccc(F)cc4)c(CO)c3c2=O)cc1C	6	0%	5%	2%	-8%	-7%	-26%
CCNC(=O)[C@@H]1C[C@H](NC(=O)c2cc(C)on2)CN1Cc1cnn(CC)c1	-12	13%	i	-5%	5%	0%	-4%
N=c1ccn2c(n1)O[C@H]1[C@H](O)[C@@H](CO)O[C@H]12	.	.	.	-22%	-17%	-2%	.

Quoted from the entries so far for reference:
SMILES	IP6K1 inhibitor	Luciferase inh	NIH3T3 tox	HEK293 viab	SNCA expr inhib	GPT2 inh	HEK293 tox
O=C(Nc1nonc1-c1ccc(Br)cc1)c1ccco1	5	.	.	4%	35%[activator]	.	.
Cc1ccc(NC(=O)Cn2ccn3nc(-c4ccc(F)cc4)c(CO)c3c2=O)cc1C	6	0%	5%	2%	-8%	-7%	-26%
CCNC(=O)[C@@H]1C[C@H](NC(=O)c2cc(C)on2)CN1Cc1cnn(CC)c1	-12	13%	i	-5%	5%	0%	-4%
N=c1ccn2c(n1)O[C@H]1[C@H](O)[C@@H](CO)O[C@H]12	.	.	.	-22%	-17%	-2%	.
